Assay outcomes from PubChem BioAssay.
TDP2 inh: TDP2 (human) inhibition, absorbance primary screen; actives 0.34% (n = 370,000); AID 720702; O95551; recombinant TDP2, T5PNP hydrolysis, p-nitrophenol absorbance 415 nm; inhibition, % at 12.8 µM;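 active = inhibition above the mean of all tested compounds plus 3 SD, set per campaign, cut at about 25% in these data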;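 note: 0% = DMSO with enzyme and 100% = buffer with substrate but no TDP2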
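Read-out basis: percent inhibition. System: recombinant human TDP2. Buffer or medium: Mg2+-containing Tris-HCl buffer, pH 7.5. Repeats: single replicate. Timing: reaction 2 h, 37 °C. Benchmarks: high control without enzyme, low control DMSO plus TDP2. Probe or stimulus: 5 mM T5PNP. Doses: 12.8 µM only. Measured by: epi absorbance of p-nitrophenol freed from T5PNP by hydrolysis.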
DDE Tn6 FP inh: inhibitors of Tn6 peptide binding to human fibrin DD(E). inhibition, % at 8.3 µM. P02675. actives 0.21% (n = 370,000). Fibrin DD(E) TRITC-Tn6 fluorescence polarization displacement;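 active = inhibition above a per-campaign cutoff: mean of compounds within control limits plus 3 SD, cut at about 15% in these data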;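 note: 0% = median of all compound wells on the plate and 100% = blocking peptide control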
Target sequence (P02675 whole entry, looked up): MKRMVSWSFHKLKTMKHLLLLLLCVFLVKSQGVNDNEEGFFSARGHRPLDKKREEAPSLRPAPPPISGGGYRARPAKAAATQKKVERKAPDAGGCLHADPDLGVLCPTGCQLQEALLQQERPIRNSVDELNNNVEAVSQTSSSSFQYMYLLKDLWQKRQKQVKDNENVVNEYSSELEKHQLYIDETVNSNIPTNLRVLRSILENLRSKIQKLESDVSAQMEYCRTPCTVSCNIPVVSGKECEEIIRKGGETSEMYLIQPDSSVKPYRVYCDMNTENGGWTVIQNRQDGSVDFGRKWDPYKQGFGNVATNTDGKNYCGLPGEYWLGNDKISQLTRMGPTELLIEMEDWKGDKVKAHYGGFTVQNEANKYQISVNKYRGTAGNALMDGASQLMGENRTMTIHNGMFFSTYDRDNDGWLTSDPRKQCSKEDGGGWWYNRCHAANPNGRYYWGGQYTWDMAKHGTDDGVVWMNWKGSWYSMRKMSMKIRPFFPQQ
Tn7 DDE FP: DD(E)-Tn7 binding inhibition, primary FP screen. FP displacement of FITC-Tn7 peptide from fibrin DD(E); 0% = median of compound wells per plate. inhibition, % at 8.3 µM. actives 0.13% (n = 370,000). AID 720508;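 active = inhibition above the mean of compounds falling within the control limits plus 3 SD of them, cut at about 14% in these data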;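 note: 0% = plate median of compound wells and 100% = 10 µM Aha-Tn7 peptide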
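Assay system: Human clot-derived fibrin DD(E) complex | Buffer or medium: Tris/NaCl/CaCl2 buffer, pH 7.8 | Repeats: One replicate per compound | Benchmarks: Aha-Tn7 high control | Measure: % inhibition scaled between sample-field median and high-control FP | Schedule: 10 min plus 3 h, room temperature | Signal: Fluorescence polarization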
ADAM17 inh: inhibitors of human ADAM17. inhibition, % at 6.95 µM. recombinant ADAM17, EDANS/DABCYL FRET peptide cleavage. AID 720648. actives 0.83% (n = 370,000);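 active = inhibition above the mean of compounds lying between control limits plus 3 SD, set per campaign, cut at about 8.5% in these data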;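 note: 0% = DMSO-only wells as the low control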
proKLK7 act: activators of human kallikrein-7 zymogen. P49862. purified proKLK7, EDANS-DABCYL substrate fluorescence; 100% is mature enzyme control, 0% vehicle. activation, % at 7 µM. actives 0.9% (n = 370,000). AID 652039;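 active = activation above the mean of all tested compounds plus 3 SD, computed per campaign excluding outliers beyond control limits, cut at about 13% in these data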
LEDGF integ inh: blocks HIV-1 LEDGF/p75-dependent DNA integration. TR-FRET IN-LEDGF/p75 DNA integration, Eu/Cy5. inhibition, % at 3.7 µM. actives 0.64% (n = 370,000). AID 743269;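 active = inhibition above the screen-wide mean plus 3 SD, cut at about 13% in these data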;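 note: signal is the Cy5 over europium emission ratio at 671 and 618 nm; 0% = plate median of compound wells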
PLC-gamma1 inh: inhibitors of human phospholipase C gamma1; P19174; purified PLC-gamma1, fluorogenic substrate, fluorescence; inhibition, % at 12.2 µM; actives 0.84% (n = 370,000); AID 720700; in the data active = inhibition above about 9.5%
ASAP1 inh: inhibitors of human ASAP1 ArfGAP activity; Q9ULH1; ASAP1-stimulated ARF1 GTP hydrolysis, GDP FP detection; inhibition, % at 16.5 µM; actives 0.19% (n = 360,000); in the data active = inhibition above about 25%;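 note: 0% = vehicle with enzyme and substrate and 100% = no enzyme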
ADAM10 inh: inhibits human ADAM10 | recombinant ADAM10, EDANS/DABCYL FRET peptide cleavage, 3 h | inhibition, % at 7 µM | actives 0.62% (n = 370,000) | AID 720582;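 active = inhibition above a per-campaign cutoff equal to the mean of compounds falling between control-based bounds plus 3 SD, cut at about 20% in these data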;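 note: 0% = DMSO wells while the 100% control is not disclosed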
Target sequence (O14672 214-748 limits assumed): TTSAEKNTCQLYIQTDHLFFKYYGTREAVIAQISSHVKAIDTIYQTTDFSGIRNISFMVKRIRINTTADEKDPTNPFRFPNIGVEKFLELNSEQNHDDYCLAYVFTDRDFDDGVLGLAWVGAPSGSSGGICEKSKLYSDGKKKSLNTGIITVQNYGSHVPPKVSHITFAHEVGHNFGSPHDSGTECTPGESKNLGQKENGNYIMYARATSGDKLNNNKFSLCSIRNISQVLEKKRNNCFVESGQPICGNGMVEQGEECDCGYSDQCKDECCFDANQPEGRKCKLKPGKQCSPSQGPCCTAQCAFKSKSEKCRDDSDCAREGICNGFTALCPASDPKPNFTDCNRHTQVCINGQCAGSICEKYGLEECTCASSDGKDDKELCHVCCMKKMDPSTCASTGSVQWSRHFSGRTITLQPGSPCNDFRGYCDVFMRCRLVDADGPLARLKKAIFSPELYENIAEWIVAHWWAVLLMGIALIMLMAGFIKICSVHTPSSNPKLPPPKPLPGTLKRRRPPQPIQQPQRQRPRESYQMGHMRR
ARFGAP1 inhibitor: inhibitors of rat ARFGAP1; Arfgap1-stimulated ARF1 GTP hydrolysis, GDP FP detection; inhibition, % at 16.5 µM; actives 0.26% (n = 360,000); AID 651572;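 active = inhibition above a per-plate limit, mean inhibition of low control wells plus 3 SD, cut at about 25% in these data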;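 note: 0% = DMSO wells with enzyme and 100% = wells lacking Arfgap1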
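Material – truncated rat Arfgap1 GAP domain · Buffer or medium – HEPES-based buffer, pH 7.5 · Reagent – human ARF1(Δ1-17)-GTP substrate · Dosing – 16.5 µM single point, 1.26% DMSO · Schedule – GTP hydrolysis reaction 2 h at 25 °C · Technique – GDP detection by fluorescence polarization · Benchmarks – No-Arfgap1 wells (100%) versus DMSO full-reaction wells (0%) · Repeats – single replicate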
Active calls of the source: *; / = not tested or not shown.

Results follow in this order: TDP2 inh	DDE Tn6 FP inh	Tn7 DDE FP	ADAM17 inh	proKLK7 act	LEDGF integ inh	PLC-gamma1 inh	ASAP1 inh	ADAM10 inh	ARFGAP1 inhibitor
> C/C(=N\NC(=O)C1COc2ccccc2O1)c1ccc(Cl)s1 (stereo not drawn)
    -4	4	-2	-3	0.2	4	0	-5	1	3
> COc1ccc(C(=O)Nc2ccccc2C(=O)N2CCCCCC2)cc1
    -7	2	2	-5	0.0	-3	-2	7	2	-2
> O=C(COC(=O)c1cc(F)cc(F)c1)NCCCc1ccccc1
    16	12	1	1	1.0	1	-2	2	-5	-3
> O=C(NCC1CCN(C(=O)C(=O)c2cc3ccccc3o2)CC1)c1cc(C(F)(F)F)cc(C(F)(F)F)c1
    2	-10	0	4	0.1	-5	-1	-1	13	-11
> COc1ccc(C(c2c(NC(=O)c3ccco3)sc(C)c2C)N2CCOCC2)cc1OC (stereo not drawn)
    4	-4	0	1	1.1	1	-21	-9	-1	-3
> Cn1c(COc2ccc(Cl)cc2Cl)nnc1SCC(=O)NCC1CCCO1 (stereo not drawn)
    6	2	-7	-1	0.2	1	1	-8	-2	-5
> COCc1nnc(NC(=O)c2cc(Cl)ccc2OC)s1
    4	6	-6	-2	0.4	1	2	7	-7	-6
> CC(=O)CSc1nsc(SCC(C)=O)c1C#N
    3	8	8	-3	0.2	0	-12	5	-2	-8
> O=C(NC1CCCCC1)c1nc(C2CCNCC2)oc1-c1ccccc1
    0	0	-5	2	0.1	5	2	7	-4	-3
> O=C(O)c1ccc(Cl)c(NC(=O)C2CCCN2S(=O)(=O)c2cccc3nsnc23)c1 (stereo not drawn)
    -16	-3	2	6	-0.6	0	6	-8	0	4
> OC(c1ccc(-c2ccccc2)cc1)c1ncc(-c2cccc(F)c2)[nH]1 (stereo not drawn)
    0	7	-1	3	-0.4	-1	-3	9	1	13
> CCSc1nc(-c2ccccc2)c2cc(Cl)ccc2n1
    -1	-2	4	-6	0.2	2	-3	-7	-16	8
> O=C(NC1CCCC1)C(c1ccncc1)N(C(=O)Cc1cccs1)c1ccc(F)cc1 (stereo not drawn)
    -6	3	-4	-2	0.6	4	1	-11	0	20
> CCC1(C)OC(=O)N(CCCn2ccnc2C)C1(C)O (stereo not drawn)
    7	7	5	-9	0.3	-1	0	-12	3	-4
> Cc1cccc(C)c1NC(=O)C1(C)CN(S(C)(=O)=O)CC(=O)N1CC(F)(F)F (stereo not drawn)
    -3	-3	-6	3	0.6	3	3	6	3	-18
> COc1ccccc1/C=C1/C(=O)N(c2cc(C)cc(C)c2)C(c2cccc([N+](=O)[O-])c2)S1(=O)=O (stereo not drawn)
    5	-11	-8	4	0.1	2	1	-11	5	1
> COC(=O)COc1ccc(S(=O)(=O)Nc2ccc(NC(C)=O)cc2)cc1C
    4	-2	-2	5	0.0	1	-1	6	-11	-3
> CC(=O)OCCC(CC(C)C)NC(=O)[C@H](CC(C)C)NC(=O)OCc1ccccc1 (stereo partly drawn)
    -8	5	7	-3	/	1	-2	/	0	/
> O=[N+]([O-])c1cccc(CN2CCN(S(=O)(=O)Cc3ccccc3)CC2)c1
    -1	0	1	2	0.0	-5	0	3	-8	3
> O=C(COC(=O)c1ccc([N+](=O)[O-])s1)Nc1ccc(Cl)cn1
    4	5	6	-3	0.3	3	-8	3	-12	0

Look-ups from above:
`CC(=O)CSc1nsc(SCC(C)=O)c1C#N` @ LEDGF integ inh = 0
`O=C(NC1CCCCC1)c1nc(C2CCNCC2)oc1-c1ccccc1` @ ADAM17 inh = 2

(cont.)
Results follow in this order: TDP2 inh	DDE Tn6 FP inh	Tn7 DDE FP	ADAM17 inh	proKLK7 act	LEDGF integ inh	PLC-gamma1 inh	ASAP1 inh	ADAM10 inh	ARFGAP1 inhibitor
> Cc1cc(-c2onc(C)c2C(=O)N/N=C/c2ccccc2)no1
    1	-1	6	1	0.1	4	-1	-12	2	12
> Cc1c(C(=O)NCc2c(F)cc(F)cc2F)oc2ccc(S(=O)(=O)N3CCOCC3)cc12
    -20	0	-2	4	-0.6	-1	1	-7	3	0
> COc1ccc(NC(=O)CN(C)C2CCCCC2)c([N+](=O)[O-])c1
    -11	-6	4	-5	-0.5	3	12*	-6	-14	9
> Cn1cc(Cl)c(C(=O)Nc2nc3ccc([N+](=O)[O-])cc3s2)n1
    6	4	7	-1	0.8	-3	-3	8	4	2
> O=C1CC(=O)CC(c2ccccc2Cl)C1
    0	-1	0	-2	0.3	3	0	-13	-5	-7
> O=C(CSc1ccc(F)cc1)N1CCOCC1
    -1	9	-4	1	-0.2	-2	4	-12	-6	2
> C[C@@H]1CN([C@@H](C)CO)C(=O)CCCn2cc(nn2)CO[C@H]1CN(C)S(=O)(=O)c1ccc(-n2cccn2)cc1
    -1	9	10	-2	0.2	1	2	-13	-6	4
> CCn1c(SCC(=O)NC2CCCCC2)nnc1-c1cccnc1
    1	-2	1	-3	0.2	-10	-1	5	-1	6
> O=C(NCCc1ccccc1)C(=O)NCC1OCCN1S(=O)(=O)c1ccc([N+](=O)[O-])cc1 (stereo not drawn)
    15	0	0	-1	-0.1	-1	-1	1	-3	-21
> O=C1CCCN1CCCNS(=O)(=O)c1ccc(Cl)c(C(=O)N2CCOCC2)c1
    -8	-4	-4	-6	0.3	-8	1	-5	-4	0
> O=C(N/N=C/c1cccs1)c1ccc(NC(=O)c2ccccc2Cl)cc1
    0	3	-2	2	-0.4	-3	0	-9	3	-2
> CC(C)Cn1nc(-c2ccccc2)c2ccccc2c1=O
    7	0	-3	-2	-0.5	1	4	2	-5	4
> S=C(Nc1ccccc1)N1CCN(c2ccc(N3CCOCC3)nn2)CC1
    -1	8	7	-149	8.8	-7	-271	4	-466	9
> CCOC(=O)c1c(/N=C/c2cccc([N+](=O)[O-])c2O)sc(C)c1C
    -3	3	-4	1	0.7	0	-4	-26	-10	0
> CCCCNC(=O)C(=O)Nc1ccc2c(c1)N(S(=O)(=O)c1cccs1)CCC2
    -15	-7	-4	8	0.7	8	4	-10	9	-3
> Cc1nn(-c2ccccc2)nc1CNS(C)(=O)=O
    -10	6	-6	-2	0.0	3	4	-14	2	-4
> Cc1ccccc1CS(=O)(=O)c1ccc(C(=O)N2CCC(C)CC2)cc1[N+](=O)[O-]
    -16	3	-9	-2	-0.3	4	5	7	7	17
> Cc1ccc(N2C(=O)[C@@H]3C(C(=O)CN4C(=O)c5ccccc5C4=O)=NN[C@@H]3C2=O)c(C)c1
    7	-5	7	-3	1.0	-3	-1	-4	2	-6
> CC1CCN(c2ccc(-c3cccc(NC(=O)c4ccco4)c3)nn2)CC1
    -6	3	0	-2	0.0	0	-19	-5	-10	-2
> CCCC(C(=O)NC1CCCC1)N(Cc1ccc2c(c1)OCO2)C(=O)c1snc(C(N)=O)c1N (stereo not drawn)
    -16	1	-3	-16	0.1	1	-19	11	-43	7
> Cc1cc(=O)oc2cc(O)c(N=Nc3ccccc3)cc12
    -11	2	10	-10	-0.8	-7	-4	-21	-14	0
> CC(=O)Oc1ccc(C(=O)Cc2ccccn2)c(O)c1
    3	0	1	-8	3.7	-4	-11	1	-20	-1
> COc1ccc([N+](=O)[O-])cc1NC(=O)c1ccc(N(Cc2ccccc2Cl)S(C)(=O)=O)cc1
    -9	-6	-5	7	0.2	0	2	13	14	11
> CCOC(=O)Cc1cnc(NC(=O)Cn2nnc(-c3ccc(OCC)cc3)n2)s1
    -2	-2	-6	2	0.5	-1	2	-9	3	5
> COc1ccc(NC(=O)CCN2CCCCCC2)cc1
    9	8	-1	-2	-0.3	1	11*	-1	0	4
> Cc1ccc(CC(=O)NC2CCCc3ccccc32)cc1C (stereo not drawn)
    -6	2	0	-2	0.1	0	-1	-3	5	-4
> CC(=O)Nc1ccc(S(=O)(=O)N2CCc3ccccc3C2CC(=O)O)cc1 (stereo not drawn)
    10	0	3	0	0.3	-2	-1	-3	-10	-3
> CCNc1nc(NC(C)C)nc(SCCOC(=O)c2ccccc2)n1
    -4	-1	1	5	0.1	4	2	-7	14	5
> CCOc1ccc(S(=O)(=O)Nc2nc3ccccc3nc2-n2ccc(=NC(=O)c3cccs3)cc2)cc1
    12	9	2	-5	-0.1	3	-4	7	-9	12
> CCc1ccc(C2c3[nH]c4ccccc4c3CCN2C(=O)c2cc(C)nn2C)cc1 (stereo not drawn)
    -10	-1	-8	13*	0.4	2	10*	3	23*	6
> O=C(CN1CCN(c2ccccc2)CC1)N1CCc2[nH]c3ccccc3c2C1
    -1	9	-1	-3	2.8	-4	-46	-12	-5	-1
> COc1ccc(-c2cc(-c3nnc4sc(-c5cccs5)nn34)[nH]n2)cc1
    -4	1	-5	2	-0.5	5	-6	/	4	/
> COc1cc(OC)cc(C(=O)NNC(=O)c2cc(=O)[nH]c3ccccc23)c1
    -2	-3	1	-12	6.8	-2	-28	5	-46	9
> CN(C)CCCN(C(=O)CCc1ccccc1)c1nc2ccc(Br)cc2s1
    -7	-7	-7	-1	0.0	-2	2	-10	-1	-1
> CN(C)c1ccc(S(=O)(=O)N(C)C)cc1[N+](=O)[O-]
    -1	5	-1	-4	0.4	-6	1	-7	-19	-3
> Cc1cccc(C(=O)Nc2nnc(SCC(=O)Nc3ccc4c(c3)oc3ccccc34)s2)c1
    -4	-8	-2	-1	-0.4	4	4	6	10	-2
> COc1cccc2cc(-c3csc(NC(=O)CCC(=O)NCCCN4CCC(C)CC4)n3)c(=O)oc12
    1	1	-3	-9	-1.0	-2	-103	-5	-9	10
> O=C(CSc1nnc2ccccn12)NNC(=O)c1ccccc1F
    3	-5	-9	0	-0.5	-7	-3	-4	-24	-4
> CCc1nnc(NC(=O)CCC(=O)N2CCN(c3cc(Cl)ccc3C)CC2)s1
    -5	3	2	0	0.3	-7	-2	6	0	13
> Cc1ccc(O)c(C(=O)CC(=O)c2ccccc2Cl)c1
    2	-4	-4	-3	-0.3	-4	-11	23	-9	-2
> CSc1ccc(S(=O)(=O)N2CCC(C(=O)NCC3CCCO3)CC2)cc1 (stereo not drawn)
    -3	-3	0	-1	0.2	-2	0	-16	3	10
